EBNA-1 inh – blocks EBNA-1 binding to DNA; EBNA-1 DNA binding, fluorescence polarization; inhibition, % at 14.8 µM; 300,000 tested, 0.34% active; in the data active = inhibition above about 28%
PAFAH1B3 inh – PAFAH1B3 (human) inhibition. recombinant PAFAH1B3, FP-rhodamine probe, fluorescence polarization. AID 492972. Q15102. 340,000 tested, 0.28% active. inhibition, % at 3.39 µM;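 active = inhibition above the screen-wide average of all tested compounds plus 3 SD, cut at about 25% in these data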;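 also: 0% = enzyme with DMSO only and 100% = wells lacking PAFAH1B3 protein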
Target sequence (Q15102 whole entry, looked up): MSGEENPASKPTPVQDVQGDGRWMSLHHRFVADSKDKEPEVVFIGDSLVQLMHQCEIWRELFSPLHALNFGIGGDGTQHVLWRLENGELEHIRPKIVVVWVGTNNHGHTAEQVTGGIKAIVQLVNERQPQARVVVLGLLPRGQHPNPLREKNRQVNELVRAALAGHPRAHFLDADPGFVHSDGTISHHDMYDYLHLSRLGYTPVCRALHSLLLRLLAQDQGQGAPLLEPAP
LYPLA1 counter – blocks human lysophospholipase 1, a PME1 counter-screen | O75608 | recombinant LYPLA1, FP-Rh probe fluorescence polarization | inhibition, % at 5.9 µM | 320,000 tested, 0.16% active;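 active = inhibition above the mean of all tested compounds plus 3 SD, set per campaign, cut at about 14% in these data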;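 also: inhibitors block serine hydrolase probe labeling of LYPLA1 so polarization falls; 0% = enzyme with DMSO and 100% = wells lacking LYPLA1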
Target sequence (O75608 whole entry, looked up): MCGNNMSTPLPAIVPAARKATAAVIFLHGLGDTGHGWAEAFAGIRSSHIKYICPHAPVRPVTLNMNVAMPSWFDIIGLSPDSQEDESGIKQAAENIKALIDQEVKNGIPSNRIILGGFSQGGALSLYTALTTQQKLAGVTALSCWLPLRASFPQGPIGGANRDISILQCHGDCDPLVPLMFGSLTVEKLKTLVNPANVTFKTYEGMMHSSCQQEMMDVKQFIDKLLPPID
PREPL inh – human PREPL enzyme inhibition. AID 2751. recombinant PREPL, fluorescence polarization activity-based probe. 320,000 tested, 0.68% active. inhibition, % at 5.96 µM. Q4J6C6; in the data active = inhibition above about 43%;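 also: 0% = enzyme with DMSO and 100% = wells lacking enzyme; many of its hits are not listed in these tables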
GSTO1 counter – counter-screen for RBBP9 inhibitors: inhibitors of human GSTO1; recombinant GSTO1, activity-based probe fluorescence polarization; inhibition, % at 5.96 µM; 300,000 tested, 1.1% active;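 active = inhibition above the campaign mean inhibition plus 3 SD, cut at about 35% in these data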;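 also: 0% = GSTO1-1 with DMSO and 100% = wells lacking GSTO1-1 enzyme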
Target sequence (P78417 whole entry, looked up): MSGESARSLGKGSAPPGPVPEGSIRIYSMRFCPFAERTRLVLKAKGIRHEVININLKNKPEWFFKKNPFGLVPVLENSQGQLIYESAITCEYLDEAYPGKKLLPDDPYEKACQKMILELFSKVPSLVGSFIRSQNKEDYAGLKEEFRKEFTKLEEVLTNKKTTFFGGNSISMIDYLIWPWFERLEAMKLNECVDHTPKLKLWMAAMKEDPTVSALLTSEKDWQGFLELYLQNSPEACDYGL
PAFAH2 inh – inhibitors of human PAFAH2 | recombinant PAFAH2, FP-rhodamine activity probe, fluorescence polarization | inhibition, % at 3.39 µM | 340,000 tested, 0.99% active | AID 492956;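 active = inhibition above the mean over all tested compounds plus 3 SD, cut at about 30% in these data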;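 also: inhibitors block probe labeling of enzyme so polarization drops; 0% = enzyme with DMSO and 100% = wells lacking PAFAH2 protein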
ZTA DNA inh – blocks Epstein-Barr virus ZTA, an EBNA-1 counter-screen; P03206; ZTA-DNA binding, fluorescence polarization; inhibition, % at 11 µM; 320,000 tested, 0.15% active; AID 2234; in the data active = inhibition above about 33%
Target sequence (P03206 whole entry, looked up): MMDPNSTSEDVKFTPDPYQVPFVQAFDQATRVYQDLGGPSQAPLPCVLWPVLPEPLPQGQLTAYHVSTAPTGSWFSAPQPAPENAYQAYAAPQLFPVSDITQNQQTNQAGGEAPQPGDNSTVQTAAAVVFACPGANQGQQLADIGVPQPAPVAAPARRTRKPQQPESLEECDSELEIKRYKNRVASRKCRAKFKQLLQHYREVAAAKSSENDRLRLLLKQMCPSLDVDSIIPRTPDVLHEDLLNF
LYPLA2 counter – blocks human lysophospholipase 2, a PME1 counter-screen. 320,000 tested, 0.38% active. recombinant LYPLA2, FP-Rh probe fluorescence polarization. AID 2177. O95372. inhibition, % at 5.9 µM;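 active = inhibition above the screen-wide mean plus 3 SD, limit set per campaign, cut at about 26% in these data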;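 also: 0% = LYPLA2 with DMSO and 100% = wells lacking LYPLA2 enzyme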
PAD4 inh – PAD4 (human) enzyme inhibition. 330,000 tested, 0.41% active. AID 485272. inhibition, % at 6.36 µM. recombinant PAD4, RCA probe fluorescence polarization;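 active = percent inhibition above a cutoff equal to the mean of all tested compounds plus 3 SD, cut at about 15% in these data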;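 also: 0% = PAD4 with RCA probe and DMSO and 100% = probe without PAD4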
Active calls of the source: *; . = no result given. An excerpt; count on the stated rates, not on these rows.

SMILES	EBNA-1 inh	PAFAH1B3 inh	LYPLA1 counter	PREPL inh	GSTO1 counter	PAFAH2 inh	ZTA DNA inh	LYPLA2 counter	PAD4 inh
CCC(C)(C)n1nnnc1C(c1cc(OC)ccc1OC)N1CCC(C(N)=O)CC1 (stereo unspecified)	-6	0	2	16	5	8	-13	6	1
CCOC(=O)N1CCC(NC(=O)c2cnn3c2NC(c2ccco2)CC3C(F)(F)F)CC1 (stereo unspecified)	5	-6	-16	-32	-9	-9	-13	-37	-26
CCCCNC(=O)[C@H](Cc1c[nH]c2ccccc12)NC(=O)c1ccccc1Cl	-2	-1	1	-3	6	-8	0	1	3
Cc1ccc(CNC(=O)Cn2ccc3cc(S(=O)(=O)N4CCCC4)ccc32)o1	-9	-3	-1	7	2	13	-14	3	4
Cc1ccc(NS(=O)(=O)c2cccc(C(=O)NCCc3c[nH]c4ccccc34)c2)c(C)c1	0	-1	-7	-1	0	2	-22	-12	-5
Cc1occc1-c1nc(-c2ccncc2)no1	-1	-6	-5	-3	2	-4	3	-3	-7
O=C(Cn1cnc2c(nnn2-c2cccc(F)c2)c1=O)Nc1ccc2c(c1)OCCO2	10	-1	-4	-2	2	-12	6	-7	-6
CCCC(c1nnnn1CC1CCCO1)N1CCN(c2ccccc2)CC1 (stereo unspecified)	-12	8	-1	-16	-3	2	6	1	-2
Cc1csc(=Nc2ccccc2)n1CCO	0	-2	-5	5	5	4	5	-11	-1
CCCCOc1ccc(C(C)NC(=O)CCS(=O)(=O)Cc2ccccc2Cl)cc1 (stereo unspecified)	-10	9	-4	-4	0	-9	-10	0	1
CN(C)c1cc[n+](CC(=O)c2ccc(OC(F)F)cc2)cc1	-2	-3	0	29	-2	-1	-4	4	-2
O=C(Nc1ccccc1Cc1ccccc1)c1oc2ccccc2c1COc1ccccc1	1	6	-3	-1	2	-7	12	-7	-1
CC1CC(Nc2ccccc2)c2ccccc2N1C(=O)c1ccccc1F (stereo unspecified)	2	6	1	-8	-2	1	2	1	-1
CSc1ccccc1C(=O)N1CCC(CCC(=O)NCc2ccc(F)cc2)CC1	1	-3	-3	15	4	-4	2	-1	-4
COc1ccc(C(=O)N/N=C(\C)Cn2nc([N+](=O)[O-])cc2C)cc1	-4	3	0	5	2	-1	2	-1	-4
COCCCN(CC(=O)O)S(=O)(=O)c1ccccc1	-2	-6	-1	8	-4	3	3	-3	0
Cc1ccc(-n2c(SCC(=O)NCc3ccco3)nc3sc4c(c3c2=O)CC(C)(C)SC4)cc1	-11	-10	-9	6	-14	-1	-2	-10	0
O=C(COC(=O)c1cc([N+](=O)[O-])ccc1N1CCOCC1)NCc1ccc(F)cc1	3	2	2	2	4	-1	10	1	0
CCOC(=O)N1CCN(C(=O)c2ccc(CNS(=O)(=O)c3ccc(OC)cc3)cc2)CC1	0	5	0	-2	1	4	7	0	0
CCOc1ccc(-n2c(=O)c3sccc3n(Cc3cccc([N+](=O)[O-])c3)c2=O)cc1	-6	4	3	-7	-4	-3	10	-5	-3

Four of these compounds, set out differently.
CN(C)c1cc[n+](CC(=O)c2ccc(OC(F)F)cc2)cc1
  EBNA-1 inh: -2 | PAFAH1B3 inh: -3 | LYPLA1 counter: 0 | PREPL inh: 29 | GSTO1 counter: -2 | PAFAH2 inh: -1 | ZTA DNA inh: -4 | LYPLA2 counter: 4 | PAD4 inh: -2
Cc1ccc(CNC(=O)Cn2ccc3cc(S(=O)(=O)N4CCCC4)ccc32)o1
  EBNA-1 inh: -9 | PAFAH1B3 inh: -3 | LYPLA1 counter: -1 | PREPL inh: 7 | GSTO1 counter: 2 | PAFAH2 inh: 13 | ZTA DNA inh: -14 | LYPLA2 counter: 3 | PAD4 inh: 4
Cc1ccc(-n2c(SCC(=O)NCc3ccco3)nc3sc4c(c3c2=O)CC(C)(C)SC4)cc1
  EBNA-1 inh: -11 | PAFAH1B3 inh: -10 | LYPLA1 counter: -9 | PREPL inh: 6 | GSTO1 counter: -14 | PAFAH2 inh: -1 | ZTA DNA inh: -2 | LYPLA2 counter: -10 | PAD4 inh: 0
CC1CC(Nc2ccccc2)c2ccccc2N1C(=O)c1ccccc1F (stereo unspecified)
  EBNA-1 inh: 2 | PAFAH1B3 inh: 6 | LYPLA1 counter: 1 | PREPL inh: -8 | GSTO1 counter: -2 | PAFAH2 inh: 1 | ZTA DNA inh: 2 | LYPLA2 counter: 1 | PAD4 inh: -1

The listing continues.
SMILES	EBNA-1 inh	PAFAH1B3 inh	LYPLA1 counter	PREPL inh	GSTO1 counter	PAFAH2 inh	ZTA DNA inh	LYPLA2 counter	PAD4 inh
Cc1ccc(C)c(NC(=O)COC(=O)c2cccc3c2C(=O)c2ccccc2C3=O)c1	-21	10	-3	60*	-2	2	-25	-3	3
CC(=O)Nc1cc2nc(C)n(Cc3ccc([N+](=O)[O-])cc3)c2nc1C	0	-2	2	-3	4	2	-9	1	-2
CCOC(=O)c1c(N)sc(C(O)(C(F)(F)F)C(F)(F)F)c1-c1ccccc1	7	10	1	12	3	-12	1	-2	-1
O=C(CCNS(=O)(=O)c1cccs1)NC1CCN(Cc2ccccc2)CC1	-16	6	-1	-8	0	3	-4	1	0
CN(c1ccccc1)S(=O)(=O)c1cccc(NC(=O)c2ccc(=O)[nH]c2)c1	.	5	-3	5	.	0	-2	-3	-1
COCC(=O)Nc1c(I)c(C(=O)NCC(O)CO)c(I)c(C(=O)N(C)CC(O)CO)c1I (stereo unspecified)	-4	3	-1	-10	3	4	7	-1	2
COc1ccc(CNC(=O)COC(=O)C(CCSC)N2C(=O)c3ccccc3C2=O)cc1 (stereo unspecified)	.	8	.	9	.	0	.	.	-2
CCCCN(C)CCCNC(=O)Cn1c(=O)sc2ccccc21	-10	0	-1	-1	4	-7	-8	6	-5
CC(Oc1ccc2c3c(c(=O)oc2c1)CCC3)C(=O)NCCCn1ccnc1 (stereo unspecified)	2	3	3	13	3	-11	-14	2	4
CC(C)c1ccc(C(=O)NC2=NCCS2)cc1	10	3	2	2	0	-8	2	9	-2
COc1ccc(Cl)cc1NC(=O)CN(C)C(=O)c1cn2ccccc2n1	.	8	3	4	.	0	1	-2	-9
CS(=O)(=O)Nc1ccc(C(=O)Nc2ccccc2-c2ccccc2)cc1	7	-1	0	-5	3	-1	8	-4	-4
O=C(NC1CCCC1)C(c1cccnc1)N(Cc1ccccc1)C(=O)c1csnn1 (stereo unspecified)	10	0	1	3	1	0	14	3	1
CCOc1ccc(C2=CSC3=NCCN23)cc1Cl	0	9	3	9	2	-2	-7	1	-4
O=C(O)C1CCC(CNS(=O)(=O)c2ccc(Br)cc2)CC1 (stereo unspecified)	-3	12	0	16	7	0	-4	-4	0
O=C1COc2ccc(C(=O)COC(=O)c3ccccc3[N+](=O)[O-])cc2N1	-1	3	-2	4	7	-5	2	16	0
CC1CN(C(=O)CS(=O)(=O)Cc2ccccc2)CC(C)O1 (stereo unspecified)	-20	-1	-2	10	8	-3	0	-7	4
CCOC(=O)c1c(S(=O)(=O)NCC(=O)Nc2ccccc2)c(C)n(C)c1C	7	5	-1	-2	-5	6	3	-2	0
COc1ccc(NC(=O)CSc2nccn2-c2ccccc2)c(OC)c1	-8	6	3	-3	5	6	-17	2	-7
Cn1c(=O)[nH]c(=O)c2c1nc(N1CCCC1)n2CCCSc1nnnn1-c1ccccc1	-1	-2	4	13	15	-2	-3	7	0
COc1ccc(S(=O)(=O)N2CCCCC2)cc1NC(=O)c1ccco1	0	12	0	16	6	12	-21	2	0
COc1ccccc1C(=O)NCC(=O)NNC(=O)c1cccs1	.	12	.	21	.	-5	.	.	-8
Nc1nonc1-n1nnc(C(=O)N/N=C/c2ccncc2)c1-c1cccs1	-20	13	-1	6	-1	-5	-16	-2	-2
Cc1ccc(S(=O)(=O)N(C)CC(=O)OCC(=O)N2CCN(c3ccccc3)CC2)cc1	8	-5	1	28	0	8	21	3	-5
COc1ccc(S(=O)(=O)N2CCN(C(=O)c3cccnc3)CC2)cc1OC	-5	10	0	12	3	4	-12	5	-4
O=C(CSc1nnc2n(C3CCCCC3)c(=O)c3ccccc3n12)OC1CCCCC1	9	-6	-2	0	3	0	-9	0	-2
COC(=O)c1cccc(S(=O)(=O)N2CCCCC2)c1	11	3	-1	-4	9	-1	2	1	2
CCOC(=O)N1CCN(C(=O)C2CCN(S(=O)(=O)c3ccc(F)cc3)CC2)CC1	-7	5	1	7	7	1	-28	4	-2
O=C(NCc1nnc(SC/C=C/c2ccccc2)o1)c1ccco1	8	-6	0	-24	12	-6	1	2	0
COCCn1c(=NC(=O)CSCC(=O)Nc2cc(C)on2)sc2cc(C(=O)OC)ccc21	1	3	1	-4	-2	-5	15	-4	0
CCOc1ccc(NC(=O)C2CCN(S(=O)(=O)c3ccc4c(c3)N(C(C)=O)CCO4)CC2)cc1	-1	6	-2	6	0	4	10	-6	-3
COc1ccccc1C(=O)Nc1nnc(S(=O)(=O)N2CCOCC2)s1	-3	1	-1	4	5	4	-14	-2	-6
COC(C(=O)Nc1ccnn1C1CCN(C(=O)c2ccc(C)cc2)CC1)c1ccccc1 (stereo unspecified)	-1	5	-1	-2	6	1	-2	3	2
Cc1oc2ccc(OCc3ccccc3F)cc2c1C(=O)O	12	6	1	-7	2	-7	1	5	-1
COc1ccccc1NS(=O)(=O)c1ccc(C(=O)OCC(=O)NCc2ccco2)cc1	-2	0	1	1	-4	1	-9	-4	3
COc1ccc2nc(/N=C(\N)NC(=O)N3c4ccccc4Sc4ccccc43)nc(C)c2c1	-9	5	-5	1	-2	-3	-26	-3	-3
CC12CN3CC(C)(CN(C1)C3c1ccccc1)C2O (stereo unspecified)	6	5	2	-3	6	-1	8	1	1
O=C(COC(=O)CCC(=O)c1cccs1)Nc1cccc(F)c1	.	4	-2	-5	.	0	0	0	5
O=C(COC(=O)CNC(=O)c1ccccc1Cl)Nc1cc(C(F)(F)F)ccc1Cl	.	4	1	7	.	3	7	3	-3
CCCn1cnc2cc(NCc3cccc(OC)c3O)ccc21	-3	5	1	13	32	4	22	7	-2
COc1cc(C(=O)NCCOc2ccccc2C)cc(OC)c1OC	20	9	2	23	6	-2	22	5	1
Cc1ccc(NC(=O)c2cc(=O)[nH]c3ccc(S(=O)(=O)N4CCOCC4)cc23)nc1	-3	10	1	0	6	6	11	-1	1
OC(CNCc1ccc2c(c1)OCO2)COc1ccccc1 (stereo unspecified)	-7	7	-1	-14	2	0	7	-1	-1
CCN(CCNC(=O)C1CCCN(c2ncnc3c2nc2n3CCCCC2)C1)Cc1ccccc1 (stereo unspecified)	0	6	4	11	-1	0	-17	6	0
N#Cc1cc(NC2CCCC2)c([N+](=O)[O-])cc1C#N	5	3	0	-2	33	-3	-14	0	0
CCCNC(=O)c1cnc(-c2ccccc2)nc1-c1ccccc1	-7	3	-6	-10	-2	-3	-7	-3	-1
CCN1CCN(c2ccc(N3CCN(C(=O)c4ccc(Br)o4)CC3)nn2)CC1	-10	-8	-1	3	9	5	-28	4	7
CCOc1ccc(CNC(=O)CN2C(=O)CSc3ccc(S(=O)(=O)N4CCOCC4)cc32)cc1OC	9	1	-1	3	1	-2	-4	-2	2
O=C(c1ccco1)N1CCN(C(=S)NCc2ccc(F)cc2)CC1	-9	9	1	0	-1	4	-2	2	-4
Cc1cc(F)ccc1NC(=O)C1CCCO1 (stereo unspecified)	5	5	2	-2	0	-5	4	-4	2
COc1ccc(-c2sc3ccccc3c2-c2ccc(OCCN3CCOCC3)cc2)cc1	.	4	.	5	.	-7	.	.	-5
Nc1c(-c2ccccc2)cnc2ncnn12	-9	3	0	10	3	5	-9	-4	-4
CCN(C(=O)Nc1ccccc1OC)c1c(N)n(Cc2ccccc2)c(=O)[nH]c1=O	11	8	2	-2	8	5	-3	2	2
C=CCON/C(CCC)=C1\C(=O)CC(C)(C)CC1=NC	-2	14	1	0	2	-2	5	-1	-4
Cc1cccc(C(=O)OCC(=O)NC(=O)c2ccccc2)c1O	2	7	4	10	4	0	-23	-2	5
COc1ccc(C(C(=O)NC2CCCC2)N(Cc2cccs2)C(=O)c2ccn[nH]2)cc1OC (stereo unspecified)	5	3	0	11	1	9	14	3	3

High-throughput results: PubChem BioAssay, The Scripps Research Institute Molecular Screening Center
